# IL-1B inflam inh: blocks inflammasome-driven IL-1 beta release. THP-1 LPS/ATP IL-1B secretion, AlphaLISA, 16 h; stronger effect = lower value. activity change, % at 57.5 µM. 360,000 compounds, 4.7% hits. AID 743279; in the data active = activity change below about -50%; inconclusive = mostly about -30% to -49%; also: % is scaled to controls: 0 for no effect and ±100 for the full control effect
#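 THP-1 cells pretreated 1 hr with compounds (up to 57.5 uM final), then stimulated with LPS (250 ng/mL final) plus ATP (1.25 mM final); secreted IL-1B measured by AlphaLISA after 16 hr, decreased signal indicating inhibition.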
# ATXN2 expr inh: ATXN2 expression inhibition; HEK-293 ATXN2-luciferase reporter, luminescence, 24 h; Potency, µM (series often up to 57 µM), for inactives: at the top dose activity change, negative = inhibition, actives largely listed as inhibitors; 360,000 compounds, 0.72% hits; also: potency is read from the fitted curve at half-maximal effect; % is scaled to controls: 0 for no effect and ±100 for the full control effect; nearly all actives have a fitted effect of over 55% in size
#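 ATXN2-luciferase reporter cells (luciferase flanked by upstream and downstream ATXN2 gene portions) were treated 24 h at 37 °C with compounds at up to 57 uM. SteadyGlo luminescence gave expression; GF-AFC fluorescence gave viability.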
# HT1080-NT tox: kills 2HG-producing HT-1080-NT fibrosarcoma cells | HT-1080-NT fibrosarcoma viability, CellTiter-Glo ATP luminescence, 48 h | Potency, µM (titrated, usually from 46.1 µM), for the others: at the highest dose activity, negative = less viability, usual class: cytotoxic | 360,000 compounds, 1.6% hits | AID 686970;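 also: NT is the 2HG producing partner of a matched IDH1 knockdown line; potency is read from the fitted curve at half-maximal effect; 0% = DMSO-treated cells and -100% = media-only wells without cells; nearly all actives have a fitted effect of over 55% in size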
#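 Toxicity toward the 2HG-producing NT line was scored as %Activity, normalised to DMSO and no-cell wells, from CellTiter-Glo luminescence after 48 hours' treatment.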
# KB-3-1 cytotox: kills parental KB-3-1 adenocarcinoma cells; 400,000 compounds, 1.4% hits; KB-3-1 viability, CellTiter-Glo ATP luminescence, 72 h; AID 1347075; Potency, µM (titrated, usually from 46.1 µM), for the others: top-dose activity change, negative = cytotoxic, most hits filed as cytotoxic; also: potency is read from the fitted curve at half-maximal effect; % is scaled to controls: 0 for no effect and ±100 for the full control effect; nearly all actives have a fitted effect of over 60% in size
#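 Cytotoxicity in the drug-sensitive parental line KB-3-1 was scored as loss of CellTiter-Glo luminescence following 72 h incubation with compound. Values come from curve fitting of normalized concentration-response data.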
# S2 tox: viability counter-screen for ATXN expression inhibitors; S2 cells (HEK-293 line with an ATXN2-luciferase reporter) viability, CellTiter-Fluor protease fluorescence, 24 h; Potency, µM (top dose mostly 56.7 µM), hits mostly cytotoxic; 400,000 compounds, 0.49% hits; AID 651635; also: potency is read from the fitted curve at half-maximal effect; nearly all actives have a fitted effect of over 40% in size
# SW480 rerep: inducers of DNA re-replication in SW480 colon cancer cells. AID 624297. Potency, µM (top dose mostly 46.1 µM), for the others: at the highest dose re-replication activation, hits mostly activators. SW480 DNA re-replication, Hoechst DNA content imaging, 48 h. 340,000 compounds, 1.8% hits; also: potency is read from the fitted curve at half-maximal effect; % of control where 0% means no effect; nearly all actives have a fitted effect of over 55% in size
#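 SW480 cells exposed to compounds for 48 hr at 37 C, 5% CO2, then Hoechst-stained 40 min. Nuclear DNA content imaged by fluorescence scanning (405 nm excitation, 500-530 nm emission); re-replication scored as increased high-intensity nuclei.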
# MCF10A rereplic: induces DNA re-replication in MCF 10a normal breast cells. MCF 10A DNA re-replication, Hoechst nuclear intensity, 48 h. Potency, µM (top dose mostly 46.1 µM), without a hit: top-dose activity, positive = re-replication, usual class: activators. 350,000 compounds, 2.9% hits. AID 624296; also: potency is read from the fitted curve at half-maximal effect; % of control where 0% means no effect; nearly all actives have a fitted effect of over 50% in size
# KB-V1 cytotox: kills drug-selected multidrug resistant KB-V1 cells; KB-V1 MDR cells viability, CellTiter-Glo, 72 h; Potency, µM (top dose mostly 46.1 µM), without a hit: at the highest dose activity change, negative = cytotoxicity, most hits filed as cytotoxic; 400,000 compounds, 3.4% hits; AID 1347076; also: potency is read from the fitted curve at half-maximal effect; % is scaled to controls: 0 for no effect and ±100 for the full control effect; nearly all actives have a fitted effect of over 60% in size
#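 Luminescent ATP read-out (CellTiter-Glo, 10 min) measures survival of drug-selected KB-V1 MDR cells after 72 h, 37 degrees C compound exposure. Medium: phenol-red-free DMEM, 10% FBS. Values from fitted concentration-response curves.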
# HT1080 IDH1KD tx: toxicity to HT-1080 IDH1 knockdown cells (counter line). 360,000 compounds, 2% hits. HT-1080 IDH1 knockdown viability, ATP luminescence, 48 h. Potency, µM (highest dose often 46.1 µM), inactives show at the top dose activity, negative = toxicity, hits mostly cytotoxic. AID 686971;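 also: potency is read from the fitted curve at half-maximal effect; 0% = DMSO wells and -100% = cell-free medium wells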
#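 Cytotoxicity counter-line: IDH1KD HT-1080, 48 h, CellTiter-Glo. Curves classed by r2, magnitude and activity.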
# Active calls of the source: *; i = inactive; ? = inconclusive; nt = not tested or not shown; [ ] = another dose, or the depositor's remark. Unless noted, calls follow the shape of the dose curve; as a rule, active = well fitted curve in the direction sought with a large enough effect; inconclusive = small, poorly fitted or top-dose-only effect, or another doubt; inactive = no such curve, though single readings can be large; an effect the other way counts as inactive or inconclusive.
SMILES,IL-1B inflam inh,ATXN2 expr inh,HT1080-NT tox,KB-3-1 cytotox,S2 tox,SW480 rerep,MCF10A rereplic,KB-V1 cytotox,HT1080 IDH1KD tx
O=C(Cn1cc(-c2ccccn2)nn1)NS(=O)(=O)c1cccc(OC(F)F)c1,38,8%,3%,0%,i,nt,nt,?,22%
C=CCNc1oc(-c2ccc(OC)cc2)nc1C#N,-22,37%[activator],-1%[9.24 µM],-24%,i,-11%,?,0%,-21%
Cc1c(C)c(C)c2[nH]c(=S)[nH]c2c1C,1,?,-13%,?,i,-6%,1%,3.7µM*,?
CN(C)S(=O)(=O)c1ccc(C(=O)NCCN2C(=O)S/C(=C\c3cccnc3)C2=O)cc1,-10,0%,-10%,-8%,?,-8%,-6%,7%,-1%
Cc1ccc(CSC2=Nc3sccc3C3=NC(=O)CN23)cc1,15,nt,-2%,5%,nt,-20%,8%,0%,-11%
O=C(O)CCCC(=O)Nc1nncs1,-11,nt,-1%,3%,i,-3%,-5%,6%,7%
CCN(CC)CCCN(C(=O)c1ccc(F)cc1)c1nc(-c2ccc(OC)cc2)cs1,-93*,-35%,?,-23%,?,4%,7%,0%,23µM*
COCCN1CCN(Cc2nc(C3(c4ccc(C)cc4)CCCC3)no2)CC1,-10,4%,-26%,4%,i,?,?,-1%,-6%
Cc1ccc(NC(=O)c2cccc(S(=O)(=O)N(C)C3CCCCC3)c2)nc1,-2,-11%,0%,-8%,i,2%,11%,?,-1%
Cc1ccccc1NC(=O)c1ccc(CSc2ncccn2)cc1,-11,34%,3%[9.24 µM],3%,i,-6%,-2%,-20%,-30%
N#Cc1cnn2c1nc(N1CCOCC1)c1ccccc12,-14,-13%,-11%,-8%,i,-2%,?,-16%,-22%
CCOC(=O)[C@]12CCCC=C1N(Cc1ccc3c(c1)OCO3)C(=O)[C@H](CC(=O)NCc1ccc(C)o1)C2,-14,10%,-15%,7%,i,nt,nt,-20%,0%
COc1ccc(C)c2sc(N(CCN(C)C)C(=O)c3ccc4ccccc4c3)nc12,-54*,-32%,?,18%,i,-15%,0%,-1%,-23%
CCCn1c(O)c(/C=C2\C=NN=C2c2ccccc2)sc1=S,?,-30%,-14%,-5%,?,9%,9.2µM*,?,-24%
CC1CCC2C(=O)N(c3ccc(Cc4ccncc4)cc3)C(=O)C2C1 (stereo not drawn),0,-18%,?,4.6µM*,i,?,-12%,10µM*,?
CC1CCN(S(=O)(=O)c2ccc3c(c2)oc(=O)n3CC(=O)N2CCc3ccccc3C2)CC1,18,-11%,-12%,-11%,i,0%,-3%,0%,-2%
CC(C)N(CCc1ccncc1)C(=S)Nc1ccc(F)c(Cl)c1,6,-7%,-21%,8%,i,-5%,1%,3%,-18%
CC(C)(C)c1ccc(S(=O)(=O)N2CCN(CC(=O)NC(=O)NC3CCCCC3)CC2)cc1,-18,-2%,1%,-18%,i,-16%,?,-22%,5%
COc1ccccc1N1C(=NC(=O)C2CCCCC2)SC2CS(=O)(=O)CC21 (stereo not drawn),5,6%,23%,3%,i,-5%,-2%,-11%,9%
O=C([C@H](Cc1ccc(O)cc1)n1cc(CCO)nn1)N1CCNCC1,-6,7%,4%,4%,i,-77%[inhibitor],23%,-13%,6%
CCCc1ccc2c(C(F)(F)F)cc(C(F)(F)F)cc2n1,0,-6%,22%,0%,i,nt,nt,29%,11%
O=C(COC(=O)CN1C(=O)C2CCCCC2C1=O)Nc1ccc(F)c(F)c1F (stereo not drawn),4,-1%,3%,18%,i,-20%,2%,0%,10%
COc1ccccc1CNC(=O)c1cccc(N(C)C)c1,0,11%,23%,0%,i,-1%,1%,-2%,16%
COc1ccc(OC)c(/C(C)=N\NC(=O)c2cc3cc(Cl)ccc3n2C)c1,-17,nt,-9%,?,?,?,15µM*,?,-15%
COc1ccc(CCNC(=O)c2cccc(S(=O)(=O)N3CCCCCC3)c2)cc1,0,-15%,?,0%,?,-1%,-2%,?,-10%

# An excerpt from above, showing only HT1080 IDH1KD tx:
SMILES | HT1080 IDH1KD tx
CC1CCN(S(=O)(=O)c2ccc3c(c2)oc(=O)n3CC(=O)N2CCc3ccccc3C2)CC1 | -2%
CC(C)N(CCc1ccncc1)C(=S)Nc1ccc(F)c(Cl)c1 | -18%

# Going on with the list.
SMILES,IL-1B inflam inh,ATXN2 expr inh,HT1080-NT tox,KB-3-1 cytotox,S2 tox,SW480 rerep,MCF10A rereplic,KB-V1 cytotox,HT1080 IDH1KD tx
CCC(=O)NN1CCN(c2ccncc2S(=O)(=O)N2CCCCC2)CC1,37,21%,14%,4%,i,0%,-14%,-1%,7%
CSc1ccc(Cn2nnc(C(=O)NCc3ccccc3)c2N)cc1,4,-5%,-8%,-1%,i,5%,5%,3%,-9%
O=C(CCNS(=O)(=O)c1ccc(Cl)cc1)Nc1ccncc1,38,-7%,5%,-5%,i,-16%,2%,-11%,1%
CCCOC(=O)Nc1nc(-c2ccc(C)cc2)c(C)s1,-12,-2%,15%,-9%,i,-11%,28%,-21%,-3%
COc1cccc(-c2ccc(-c3noc(-c4ccccc4Br)n3)c(OC)n2)c1,nt,2%,nt,5%,i,nt,nt,1%,nt
O=C(NC1Cc2ccccc2C1)c1cc(COc2ccc(F)cc2Cl)on1,-6,nt,-3%,-9%,i,-3%,8%,-16%,1%
Cc1ccc(NC(=O)CCc2ccc(C)o2)c(Br)c1,-12,37%,-25%,-4%,i,-22%,7%,-14%,-19%
O=C(CN1CCN(S(=O)(=O)c2cccs2)CC1)NCC1CCCCC1,21,4%,1%,25%,i,7%,-3%,-6%,7%
O=C(CSc1ccc(-c2ccccc2)nn1)N1CCOCC1,-1,19%,0%,9%,i,-6%,6%,2%,-1%
CCNC(=O)c1ccc(CSc2nc3cccnc3n2Cc2ccc(OC)cc2)cc1,nt,4%,nt,-30%,i,nt,nt,?,nt
CC(O)(c1ccc(F)c(F)c1)c1nc(-c2ccncc2)cs1 (stereo not drawn),12,-18%,-25%,-2%,i,nt,nt,-11%,?
O=C(c1ccccn1)N(Cc1ccco1)C1(C(=O)Nc2ccc(Br)cc2)CCCCC1,-2,-6%,-13%,-26%,i,nt,nt,-17%,-23%
CCOc1c(C)cnc2c1c(=O)n(Cc1c(F)cccc1Cl)c(=O)n2C,0,0%,-9%,-2%,i,8%,4%,-12%,5%
COc1ccccc1OCC(O)CN1C(=O)NC(C)(C)C1=O (stereo not drawn),20,3%,7%,16%,i,-2%,1%,?,0%
CCC(C)(C)n1nnnc1C(c1cc2ccc(OC)cc2[nH]c1=O)N1CCCCC1 (stereo not drawn),-21,32%,0%,-4%,i,12%,55%[0.0737 µM],-1%,0%
CC(C)c1ccc(NC(=O)Cn2cc(S(=O)(=O)N3CCN(c4ccccc4F)CC3)c3ccccc3c2=O)cc1,nt,-3%,nt,-4%,i,nt,nt,3%,nt
COc1ccc(C(=O)Nc2cccc(C(=O)O)c2)cc1S(=O)(=O)N1CCCC1,8,-20%,0%,nt,i,0%,?,nt,-4%
COc1ccc(C(=O)NNC(=O)CSc2nc(C(C)C)nc3ccccc23)cc1,-93*,5%,-24%,0%,i,1%,?,11%,-9%
Cc1cccc(N2C(=O)SC(SC(=Nc3ccccc3)Nc3ccccc3)C2=O)c1 (stereo not drawn),-3,39%[activator],-3%,0%,i,-7%,11%,-22%,0%
O=C1[C@@H]2C(Cc3ccc(O)cc3)NC3(C(=O)Nc4ccc(F)cc43)[C@@H]2C(=O)N1c1ccc(F)cc1 (stereo partly drawn),-10,0%,-13%,-6%,i,-5%,3%,0%,-19%
O=C(c1ccccc1-c1nc(-c2ccccc2Cl)no1)N1CCOCC1,-4,2%,0%,-4%,i,10%,2%,-5%,0%
O=C(N1CCOCC1)N1CCN(c2nc(-c3ccc(F)cc3)cs2)CC1,-15,-11%,-25%,-12%,i,-4%,0%,0%,-27%
CCCn1c(N)c(N(CCOC)C(=O)CSc2c(Cl)cccc2Cl)c(=O)[nH]c1=O,-3,1%,0%,9%,i,8%,12%,-9%,0%
CNS(=O)(=O)c1cc(-c2nnc(Nc3ccc(NC(C)=O)cc3)c3ccccc23)ccc1C,?,13%,1%,0%,i,-8%,-16%,?,-9%
COc1ccc(C(=O)Nc2ccc(S(=O)(=O)Nc3onc(C)c3C)cc2)c(OC)c1,18,-16%[11.3 µM],0%,-3%,nt,-5%,-4%,-2%,-4%
# Carrying on.
SMILES,IL-1B inflam inh,ATXN2 expr inh,HT1080-NT tox,KB-3-1 cytotox,S2 tox,SW480 rerep,MCF10A rereplic,KB-V1 cytotox,HT1080 IDH1KD tx
COc1ccc2[nH]c3c(=O)n(Cc4ccncc4)cnc3c2c1,-15,11%,-7%,-5%,i,-2%,4%,-22%,-7%
COc1ccc(OC)c(/C=C2\SC(=S)N(Cc3cccnc3)C2=O)c1,-21,0%,5%,?,?,16µM*,6.5µM*,15µM*,17%
O=c1cc(N2CCc3ccccc32)[nH]c(=O)n1-c1ccccc1,-9,14%,11%,18%,i,-7%,6%,-14%,6%
C=CCN(C(=O)CSc1nc2c(sc3ccccc32)c(=O)n1CCN(CC)CC)c1ccccc1,-80*,?,?,-16%,?,?,?,-33%,?
Cc1ccc(NC(=O)CSc2nc3c(oc4ccccc43)c(=O)n2Cc2ccco2)cc1F,nt,11%,nt,14%,i,nt,nt,5%,nt
COc1ccc(CCc2nnc(CCC(=O)N(C)Cc3ccnc4ccccc34)o2)cc1,-28,-6%,?,0%,?,-10%,-3%,-16%,21µM*
CC(C)OCC(O)CCc1n[nH]c(=S)n1-c1ccccc1 (stereo not drawn),27,0%,0%,-1%,i,-4%,-1%,0%,8%
CCc1ncc(CN2CCCC(C(=O)Nc3cccc(-c4cccc(C)c4)c3)C2)cn1 (stereo not drawn),-7,-3%,2%,nt,i,4%,?,nt,-20%
CCN(CC(=O)Nc1ccc(C)c(F)c1)CC(=O)NC(C)(C)C,24,4%,11%,10%,i,-14%,-1%,1%,9%

# Screening results as filed in PubChem BioAssay.
